# TEAD-YAP inh – TEAD-YAP interaction inhibition | HEK-TIYL cells, TEAD-Gal4/YAP UAS-luciferase luminescence | inhibition, % at 9.12 µM | 640,000 compounds, 1.4% hits | AID 1259422; in the data active = inhibition above about 32%;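 also: 0% = median of test compound wells and 100% = reference inhibitor wells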
# GPR151 activ – activates the human receptor GPR151; activation, % at 11.2 µM; Q8TDV0; 650,000 compounds, 1% hits; PathHunter beta-arrestin GPR151 cells, luminescence; in the data active = activation above about 4.9%;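 also: 0% = median of compound wells and 100% = cells with positive control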
# Target sequence (Q8TDV0 whole entry, looked up): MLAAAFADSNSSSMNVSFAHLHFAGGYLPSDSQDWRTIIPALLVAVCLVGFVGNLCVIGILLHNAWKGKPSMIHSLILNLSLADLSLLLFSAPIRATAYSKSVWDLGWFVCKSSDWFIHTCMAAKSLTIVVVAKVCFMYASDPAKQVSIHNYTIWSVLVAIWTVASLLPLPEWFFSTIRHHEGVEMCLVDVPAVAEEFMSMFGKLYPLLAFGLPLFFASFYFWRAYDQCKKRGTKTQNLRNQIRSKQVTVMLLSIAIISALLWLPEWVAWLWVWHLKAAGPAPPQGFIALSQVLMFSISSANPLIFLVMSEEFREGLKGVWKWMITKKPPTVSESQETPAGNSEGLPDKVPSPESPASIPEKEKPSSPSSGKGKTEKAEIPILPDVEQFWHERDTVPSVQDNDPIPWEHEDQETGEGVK
# FBW7 act – activators of human E3 ligase FBW7; Q969H0; AlphaScreen FBW7–phospho-cyclin E peptide binding, activator screen; normalized activity (activation), % at 26.1 µM; 650,000 compounds, 0.13% hits; AID 1259310; in the data active = normalized activity above about 1.9%;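 also: purified mutant Fbw7 with reduced substrate affinity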
# MITF inh – human MITF inhibition, primary screen; O75030; AlphaScreen MITF homodimerization, bead proximity signal; inhibition, % at 2.6 µM; 650,000 compounds, 0.91% hits; AID 1259374; in the data active = inhibition above about 50%;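 also: 0% = vehicle wells with protein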
# Target sequence (O75030 whole entry, looked up): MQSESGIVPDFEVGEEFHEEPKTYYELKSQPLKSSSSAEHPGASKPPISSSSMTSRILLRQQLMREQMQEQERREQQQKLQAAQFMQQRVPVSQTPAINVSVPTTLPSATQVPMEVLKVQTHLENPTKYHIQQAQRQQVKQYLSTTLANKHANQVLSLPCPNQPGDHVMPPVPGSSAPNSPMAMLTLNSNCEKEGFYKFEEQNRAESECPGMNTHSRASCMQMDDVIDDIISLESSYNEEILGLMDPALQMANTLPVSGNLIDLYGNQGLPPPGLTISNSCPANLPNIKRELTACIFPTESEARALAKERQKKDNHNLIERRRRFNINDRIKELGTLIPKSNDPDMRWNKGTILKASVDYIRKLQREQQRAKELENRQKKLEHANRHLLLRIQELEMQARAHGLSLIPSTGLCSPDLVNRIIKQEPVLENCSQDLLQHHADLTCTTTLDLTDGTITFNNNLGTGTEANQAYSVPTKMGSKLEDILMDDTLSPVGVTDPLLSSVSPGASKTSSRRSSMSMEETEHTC
# Active calls of the source: *.
SMILES,TEAD-YAP inh,GPR151 activ,FBW7 act,MITF inh
Cc1ccc(NC(=O)CSCC(N)=O)cc1C,-3,4.2,-0.1,1
COCCCNC(=O)Cc1ccc(OC)c(OC)c1,2,-0.2,0.0,-2
CCOc1ccccc1NC1=NCCC1,2,1.6,-0.1,-10
O=[N+]([O-])c1cc([N+](=O)[O-])c2cccnc2c1Oc1ccccc1O,-27,-0.6,-0.9,68*
O=C(Nc1ccccc1[N+](=O)[O-])NC(C(F)(F)F)C(F)(F)F,8,0.1,0.2,-3
CCOc1ccc(C(=O)Nc2cccc(-c3nc4cc(Cl)ccc4o3)c2)cc1[N+](=O)[O-],3,0.6,0.8,7
O=C(Nc1ccccc1)NN1CC(=O)N(c2cccc(C(F)(F)F)c2)CC1=O,-2,0.4,0.1,-4
Cc1[nH]n(-c2ccccc2)c(=O)c1C1Nc2ccccc2C(=O)N1c1ccccc1Cl (stereo not drawn),-15,-0.3,-0.4,-8
CC(=O)c1ccc(NC(=O)COc2cc(C)cc(C)c2)cc1,-16,1.1,-0.2,-10
Cc1ccc(F)cc1NC(=O)c1sc2ncnc(N3CCN(c4ccccc4)CC3)c2c1C,-10,4.7,-0.1,-9
CCCCN1C(=O)c2ccccc2S1(=O)=O,-1,1.3,0.1,8
O=C(COC(=O)CCC(=O)c1ccc(Cl)cc1)NC1CC1,14,-0.3,0.2,11
CN(CCO)c1cc(N2CCCCC2)c2nonc2c1[N+](=O)[O-],18,-1.5,0.0,5
CC(=O)N1c2ccccc2N(Cc2ccccc2)C(=O)CC1C (stereo not drawn),7,1.7,0.0,0
CCCc1cc(=O)oc2cc(C)cc(O)c12,6,0.8,0.1,21
CCOc1ccc(NS(=O)(=O)c2cc3[nH]c(=O)c(=O)[nH]c3cc2C)cc1,-5,0.6,-0.1,-3
COCC1CCCCN1Cc1c(C(=O)N2CCCN(C)CC2)nc2sccn12 (stereo not drawn),6,15*,0.1,3
Cc1cc(C)n(CC(O)COc2ccccc2)n1 (stereo not drawn),-5,-0.3,0.1,-6
N=C1C(c2nc3ccccc3s2)=C(O)CN1NC(=O)Nc1cccc(C(F)(F)F)c1,8,2.6,-0.2,0
Cn1c(=O)c2c(SCC(=O)Nc3cccc(F)c3)nc(-c3ccco3)nc2n(C)c1=O,10,-0.3,0.0,9
COc1ccccc1NC(=O)C1CCCCN1S(=O)(=O)c1ccc(F)cc1 (stereo not drawn),30,-0.4,-0.1,-5
CCOc1cc(C(=S)N2CCCCC2)ccc1OC(=O)c1ccc(OC)cc1,4,-0.7,-0.1,-17
CSc1nnc(NC(=O)c2ccc(C)c(S(=O)(=O)N3CCCCCC3)c2)s1,-5,0.0,-0.3,-14
CCOC(=O)C1=C(C)Nc2nc(SCc3cccnc3)nn2C1c1ccc(OC)cc1 (stereo not drawn),-3,8.0*,0.1,9
O=C(CCc1ccccc1)Nc1ccc2nc(SCC(=O)N3CCOCC3)sc2c1,-6,-0.2,-0.1,6
CCCc1oc2cc(O)ccc2c(=O)c1Oc1ccc(F)cc1,3,-1.2,0.2,-10
Cn1ncc([N+](=O)[O-])c1C(=O)Nc1ccccc1C#N,9,1.7,0.3,1
N#CC1=C(N)Oc2cc(N)ccc2C1c1ccccc1C(F)(F)F (stereo not drawn),3,-0.9,0.0,2
O=C(c1cc(F)c(F)cc1Cl)N1CCN(c2ccccc2)CC1,5,-0.4,-0.1,-3
COc1ccc(-c2c(C#N)c(N)n(N)c(=O)c2C#N)cc1Cl,5,-2.2,-0.1,-7
COc1ccc(S(=O)(=O)c2ccc(O)cc2)cc1,1,-1.6,0.1,16
O=C1c2cccc3cccc(c23)C(=O)N1c1ccc2c(c1)OCO2,-5,-0.2,0.1,-1
CCC(Oc1ccccc1)C(=O)O/N=C(\N)c1cccc([N+](=O)[O-])c1 (stereo not drawn),-4,1.6,0.0,-13
Cc1cc(C(=O)Nc2ccc(S(N)(=O)=O)cc2)n[nH]1,5,-0.5,0.0,-1
COc1ccc(C(=O)N/C(=C/c2cccc([N+](=O)[O-])c2)C(=O)Nc2cccc(C)c2)c(Cl)c1,6,-0.1,0.1,-4
CC(=O)Nc1ccc(NC(=O)CC(C)C)cc1,3,2.0,0.2,3
COc1ccc(C2CC(=O)C3=C(C2)Nc2ccccc2NC3c2cccc(Cl)c2)cc1OC (stereo not drawn),-8,-1.9,-0.2,7
CC1CCN(c2nc3c(c(=O)[nH]2)CN(Cc2ccc4ccccc4n2)CC3)CC1,-3,-0.1,-0.1,-11
Cc1ccc(Cl)cc1N1CCN(C(=O)c2cc3cc(Br)ccc3oc2=O)CC1,8,1.4,-0.2,10
OCCN1CCN(Cc2cccc3ccccc23)CC1,9,1.2,0.0,13

# Quoted at random: 3 compounds from above.
SMILES,TEAD-YAP inh,GPR151 activ,FBW7 act,MITF inh
CCCc1oc2cc(O)ccc2c(=O)c1Oc1ccc(F)cc1,3,-1.2,0.2,-10
O=C(CCc1ccccc1)Nc1ccc2nc(SCC(=O)N3CCOCC3)sc2c1,-6,-0.2,-0.1,6
OCCN1CCN(Cc2cccc3ccccc23)CC1,9,1.2,0.0,13

# (cont.)
SMILES,TEAD-YAP inh,GPR151 activ,FBW7 act,MITF inh
CC(CCc1ccccc1)NC(=O)CN1CCOc2ccccc21 (stereo not drawn),-7,-0.1,-0.1,0
CCOC(=O)c1c(NC(=S)NN2CCN(C)CC2)sc(C)c1-c1ccccc1,-4,3.3,0.4,-10
O=C1NC(=S)N/C1=C/c1ccc(-c2ccc(Br)cc2)o1,-6,0.3,0.1,-9
COC(=O)C1C(=O)NC(S)=C(C#N)C1c1ccccc1Cl (stereo not drawn),4,-0.6,-0.1,-7
CS(=O)(=O)c1ccc(CCC(=O)NCc2ccccc2)cc1,9,-0.7,0.0,18
CN(C)CCNc1ccc(Cl)cc1[N+](=O)[O-],-5,0.0,-0.4,-9
Cc1cccc(CN2CCN(C3CCC(C)CC3)CC2)c1 (stereo not drawn),-15,0.8,-0.1,55*
COC(=O)C1CC(=O)N(C)C12CCN(Cc1ccc(Oc3ncccn3)cc1)CC2 (stereo not drawn),-8,0.0,-0.1,0
COc1ccc(CCN(C)C2CCCN(C(=O)C[n+]3cc(=O)o[nH]3)C2)cc1OC (stereo not drawn),-6,-0.8,-0.2,-3
CCC1SC(CC)C(=O)N(CC(=O)NC2CCCCC2)C1=O (stereo not drawn),3,2.0,0.1,-5
Cc1ccc(C2(c3ccc(C)cc3)CC2C(=O)Nc2ccc([N+](=O)[O-])cc2)cc1 (stereo not drawn),-1,0.0,0.0,7
COc1ccc(/C=C/c2nc3ccccc3c(=O)[nH]2)cc1O,44*,-9.4,0.0,6
CC(=O)c1cccc(N=Cc2c(O)[nH]c3ccccc23)c1,-52,-0.1,0.3,0
CCc1ccccc1Nc1nc(N)nc(CCl)n1,45*,0.5,0.4,13
CCOC(=O)/C(C#N)=N/Nc1ccc(SC(F)F)cc1,-50,0.8,-0.2,4
CCSc1ccccc1C(=O)NCc1ccc(S(N)(=O)=O)cc1,4,-1.1,-0.2,-2
COc1ccc(C2=NCC(CSc3nnnn3C)S2)cc1 (stereo not drawn),12,0.4,-0.1,-2
CC(=O)c1cccc(NC(=O)CCS(=O)(=O)c2cc3c(cc2Cl)NC(=O)CO3)c1,0,0.8,0.2,2
O=C(Cc1c[nH]c2ccccc12)N/N=C/c1ccccc1Br,2,-1.2,0.2,8
Cc1ccc(NC(=O)c2cc(S(=O)(=O)NCc3ccc(F)cc3)ccc2F)cc1Cl,0,0.6,-0.3,-3

# Ordered by SMILES length (descending): part of the list above.
SMILES,TEAD-YAP inh,GPR151 activ,FBW7 act,MITF inh
Cc1ccc(C2(c3ccc(C)cc3)CC2C(=O)Nc2ccc([N+](=O)[O-])cc2)cc1 (stereo not drawn),-1,0.0,0.0,7
CS(=O)(=O)c1ccc(CCC(=O)NCc2ccccc2)cc1,9,-0.7,0.0,18
CCOC(=O)/C(C#N)=N/Nc1ccc(SC(F)F)cc1,-50,0.8,-0.2,4
CCc1ccccc1Nc1nc(N)nc(CCl)n1,45*,0.5,0.4,13

# Next part
SMILES,TEAD-YAP inh,GPR151 activ,FBW7 act,MITF inh
CN(C)C(=O)C(NC(=O)c1ccccc1)C12CC3CC(CC(C3)C1)C2 (stereo not drawn),1,0.2,0.1,4
COc1cccc(C2NC(=S)NC(C)=C2C(N)=O)c1OC (stereo not drawn),0,0.4,-0.1,-4
COC(=O)c1c(NC(=O)c2cc(C)oc2C)sc(C(=O)Nc2ccccc2OC)c1C,10,0.5,-0.1,9
Cc1cc(C)cc(-n2nnc(C(=O)NC(C)C)c2N)c1,-3,2.4,0.0,-6
COC(=O)C1=CN(Cc2ccc(Cl)cc2)C=C(C(=O)OC)C1c1cc(OC)c(OC)c(OC)c1,-7,-1.5,0.2,-7
O=C(NCCN1CCOCC1)c1ccc(-c2csc3ccccc23)s1,-27,0.8,0.3,-12
Cc1cc(C(=O)Nc2ccccc2C(F)(F)F)no1,7,0.5,-0.1,-1
COc1cc(CNc2ccc3ncc(-c4cccc(NC(C)=O)c4)n3n2)cc(OC)c1OC,2,-0.3,0.9,15
CN(C)c1ccc(C(=O)NNC(=S)Nc2ccccc2)cc1,-75,-0.1,0.3,-1
NS(=O)(=O)c1ccc(NC(=O)C2CC=CCC2C(=O)N2CCCCC2)cc1 (stereo not drawn),-9,1.8,-0.1,0
CCN1CCN(C(=O)CCCn2c(C)c3cnn(-c4ccccc4)c(=O)c3c2C)CC1,-12,-0.1,-0.2,2
CCOC(=O)c1c(NC(=O)COc2ccc3c(C)cc(=O)oc3c2)sc2c1CCC2,-8,-0.5,0.6,-4
Fc1ccc(-c2cc(N3CCOCC3)nc(-c3cccnc3)n2)cc1,3,-1.6,0.6,22
Cc1ccccc1CC(C1CCN(C(=O)c2csnn2)CC1)N(C)C(=O)C1CCC1 (stereo not drawn),7,-0.4,0.1,4
COc1ccc(NC(=O)CSc2nc3[nH]ncc3c(=O)n2-c2ccccc2C)c(OC)c1,4,-0.4,-0.1,2
c1ccc(CNc2nc(N3CCOCC3)nc3c2ncn3-c2ccsc2)cc1,8,-0.9,-0.2,14
Cc1ccc(N2C(=O)C(CN3CCOCC3)C2c2ccccc2)cc1 (stereo not drawn),-11,1.1,-0.1,-9
O=C(NCCN1CCOCC1)c1ccc(N2CCC(NCC(F)(F)F)CC2)cc1,-9,0.7,0.4,10
Cc1ccccc1NC(=O)C1CCC(CNc2c(N3CCOCC3)c(=O)c2=O)CC1 (stereo not drawn),4,-0.2,-0.1,2
COc1ccc(Br)cc1CNC(=O)C1CCN(c2nc3ccccc3o2)CC1,-9,-1.2,0.0,-15
Cc1nc2c3ccccc3nc(SCC(=O)c3ccc(Cl)c(Cl)c3)n2n1,1,-1.0,0.2,7
COC(=O)Cn1cnc2c(nnn2Cc2ccc(Cl)cc2)c1=O,-1,1.4,-0.2,13
CC1=C(C(=O)OC(C)C)C(c2cccs2)C(C(=O)OC(C)C)=C(C)N1,3,-0.5,1.8,5
Cc1ccc(-c2nc(N)sc2CC(=O)OCC(=O)NCC2CCCO2)cc1 (stereo not drawn),7,0.6,0.0,12
COCCNC(=O)Nc1ccc(C)cc1,-4,-0.6,-0.2,-6
Cc1ccc(N(CC(O)CN2CCCCC2)S(=O)(=O)c2ccccc2[N+](=O)[O-])cc1 (stereo not drawn),2,-0.4,0.7,-10
CC(=O)Oc1ccc(/C=c2/sc3nc4cc(C)c(C)cc4n3c2=O)cc1,-2,-1.1,0.6,-81
CC1CC(C)CN(C(=O)CN2CCC(O)(c3ccc4c(c3)OCO4)CC2)C1 (stereo not drawn),5,-0.3,0.4,10
CN1CCN(C(CNC(=O)C2CCN(S(C)(=O)=O)CC2)c2ccc(F)cc2)CC1 (stereo not drawn),-7,-1.0,0.2,8
COc1cc(NC(=O)Nc2ccc(-c3nc4ccccc4o3)cc2)cc(OC)c1OC,-40,5.6*,0.1,-9
CC(=O)N(CN1C(=O)C2CCC(C)CC2C1=O)c1cccc(Cl)c1 (stereo not drawn),-6,-1.0,0.2,-6
COc1cc(C(C)=O)ccc1OCCN1CCN(Cc2ccccc2)CC1,11,-0.6,0.7,62*
CC(C)(C)c1ccc2c(c1)N(CC(=O)NC1CCCCCC1)C(=O)CO2,-9,5.5*,-0.1,7
O=C(N/N=C/c1sc2ccccc2c1O)c1ccc(O)cc1O,47*,2.8,-0.8,37
c1ccc2c(Nc3cc(NC4CC4)ncn3)nccc2c1,-23,0.8,0.2,5
O=C(NC1CCCCC1)c1ccc2nc3[nH]c4ccccc4c3nc2c1,-22,-0.7,-0.1,-5
O=C(/C=C/c1ccc(S(=O)(=O)Nc2ccccc2)cc1)C1C(=O)c2ccccc2C1=O,6,-0.5,-0.1,1
O=C(Nc1nnc(S(=O)(=O)N2CCOCC2)s1)c1ccc(Cl)cc1,-9,-0.7,-0.1,-16
COc1ccccc1NC(=O)C(=O)NNC(=O)COc1ccc(Cl)cc1,5,2.8,-0.1,-3
CCc1ccc(NC(=O)CSc2nc3ccsc3c(=O)n2Cc2ccccc2)cc1,24,3.6,-0.1,-3

# Another view of part of the listing above.
# Results follow in this order: TEAD-YAP inh	GPR151 activ	FBW7 act	MITF inh
Cc1ccc(-c2nc(N)sc2CC(=O)OCC(=O)NCC2CCCO2)cc1 (stereo not drawn)
  7	0.6	0.0	12
COCCNC(=O)Nc1ccc(C)cc1
  -4	-0.6	-0.2	-6

# The order is random, and some 3.4% of all compounds hit somewhere here.
